TTR transcr act = increases transthyretin transcription | SH-SY5Y TTR promoter Gaussia luciferase, luminescence; 100% = recombinant luciferase protein wells | activation, % at 16.7 µM | 92,000 compounds, 1.3% hits | AID 1117267;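 active means activation above the mean of all tested compounds plus 3 SD, cut at about 9.5% in these data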;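 further: cells exposed to compounds for one day before reading; 0% = median of all test compound wells on the plate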
Active calls of the source: *. An excerpt (hit frequency here may not be typical).

SMILES	TTR transcr act
Cc1cccc(C)c1NC(=O)COC(=O)c1ccc2[nH]c3c(c2c1)CCCC3	6.5
COc1ccccc1NS(=O)(=O)c1ccc(C(=O)N2CC(C)OC(C)C2)cc1 (stereo not given)	0.3
O=C(CN(c1ccccn1)S(=O)(=O)c1ccc(F)cc1)Nc1ccccc1	2.4
CC(NC(=O)c1cc2ccc(C(F)(F)F)cc2nc1N)c1cccc2ccccc12 (stereo not given)	3.3
O=C(Oc1ccc(Br)cc1C(=S)N1CCCC1)c1ccccc1F	-0.3
CCOC(=O)CC1=C(C(=O)OCC)C(c2cc(OC)c(OC)cc2OC)C(C#N)=C(N)O1 (stereo not given)	0.0
COC(=O)CNC(=O)CNC(=O)Nc1ccccc1Cl	0.6
O=C(O)CCc1ccc(-c2ccccc2)n1CC(=O)Nc1cccc(C(F)(F)F)c1	4.2
N#Cc1ccc(-c2cn(-c3ccccc3)c3[n+]2CCCS3)cc1	0.4
CNC(=O)CSc1nnc(-c2ccco2)n1-c1cc(C)ccc1C	-0.2
Nc1c(C(=O)N/N=C/c2ccc(OCc3ccccc3)cc2)cnn1-c1ccccc1	-2.5
Cc1ccc(OC(=O)c2sc3ncn(C)c(=O)c3c2C)cc1	1.8
Cc1ccc(N2CC(O)(c3cccs3)[N+]3=C2CCCC3)cc1 (stereo not given)	7.3
COc1ccc(NS(=O)(=O)c2cn(C)c(=O)n(C)c2=O)cc1	1.6
COCCNC(=O)c1onc(CS(=O)(=O)c2cc(C)cc(C)c2)c1C(=O)NCCOC	-1.7
CCn1ccnc1C(O)c1cccc2ccccc12 (stereo not given)	-0.1
O=C(COc1ccccc1C(=O)NCC1CCCO1)Nc1ccc(Cl)cc1Cl (stereo not given)	1.9
Cc1ccc(-c2nnc3n2CCCCC3)cc1	-1.1
S=C(NCCc1ccccc1)Nc1c(Cl)cccc1Cl	8.0
CCOc1nc(N2CCCCC2)nc(-n2cc(-c3ccccc3)nn2)n1	-0.9
Cc1ccc(Nc2c(-c3ccc(C)o3)nc3ncccn23)cc1	-2.0
CCOC(=O)c1cc(C#N)c(N2CCCCC2)nc1-c1ccccc1	-2.1
COCc1nc2ccccc2n1Cc1ccccc1Br	-1.4
COc1ccc(N=C2S/C(=C\c3ccc(C)s3)C(=O)N2CC(C)C)cc1	5.7
Cc1cc(OCC(=O)OCC(=O)NCc2ccc3c(c2)OCO3)ccc1Cl	1.1
O=C(COC(=O)CCSc1ccccc1)Nc1ccccc1Br	1.1
CC(C)C(NC(=O)CNC(=O)OC(C)(C)C)C(=O)NCc1ccc(Cl)cc1 (stereo not given)	2.6
CCCS(=O)(=O)NC(=O)C1(C)CCN(C(=O)c2cccnc2Oc2ccccc2)C1 (stereo not given)	-1.9
C[C@H](CO)N1C[C@H](C)[C@H](CN(C)Cc2cccc(C(F)(F)F)c2)OCc2ccccc2-c2c(n(C)c3ccccc23)C1=O	0.0
CC1CCN(C(=S)c2cn(Cc3cccc(F)c3)c3ccccc23)CC1	10*
CCCCn1c(=O)[nH]c(=O)c2c1nc(-c1ccc(OC(F)F)c(OC)c1)n2C	0.1
COc1ccc(C2=Nc3ccccc3NC(=O)C2N(C(=O)c2cc3ccccc3[nH]2)c2ccccc2)cc1 (stereo not given)	-0.9
CCOc1ccc(OCCC(=O)OCC(=O)Nc2cccc(S(=O)(=O)N3CCCCC3)c2)cc1	2.8
O=C(O)Cc1csc(-c2cccc(F)c2)n1	0.0
CNC(=S)N1N=C(c2ccc(OC)cc2)CC1c1ccc(N(C)C)cc1 (stereo not given)	0.1
CC1Cc2ccccc2C(=O)N1 (stereo not given)	-1.6
CCOC(=O)NC(=O)C(=CNc1ccccc1OC)C(=O)NC(=O)OCC	9.2
CNC(=S)N(Cc1ccc(Cl)cc1)Cc1cccs1	-2.0
CC(C)(CC(=O)O)Cc1nc(-c2ccc(Cl)cc2)no1	-0.8
COc1ccc(CCNC(C)=O)cc1	5.2
O=C(c1ccc2ccccc2n1)N(CCO)Cc1ccccc1	-1.3
CCc1nc2ccccc2c(C(=O)OCC(=O)NC(=O)c2cccn2C)c1C	1.1
CCCCCCCCCCCCCCCC(O)C[N+](C)(C)CCO (stereo not given)	-0.3
CCOC(=O)Cn1cnc(-c2ccc([N+](=O)[O-])cc2)c1	-1.5
CCCN(CCC)S(=O)(=O)c1ccc(NS(C)(=O)=O)cc1	-0.8
CCc1nc2c(OCc3ccc4c(c3)OCO4)cccn2c1N(C=O)Cc1ccccc1	-0.8
CC(=O)N(C)c1ccc(NS(=O)(=O)Cc2ccccc2)cc1	1.1
Nc1ccc2ccccc2c1N=Nc1ccccc1	-2.1
Cc1c(O)c2c3c(cccc3c1O)C(=O)N(c1ccccc1)C2=O	-0.6
Cc1ccc(S(=O)(=O)N2C[C@H]3C(=O)C[C@@H](c4cccc(C)c4)N(S(=O)(=O)c4ccc(C)cc4)[C@H]3C[C@H]2c2ccccc2)cc1	-0.8

(more compounds)
SMILES	TTR transcr act
O=S1(=O)c2ccc(N3CCC[C@@H]3CO)cc2O[C@@H]2CCN1C2	2.4
COC(=O)COc1ccc2occ(C(C)=O)c2c1	-1.3
CN1/C(=C\C(=O)CN2C(=O)NC3(CCCCCC3)C2=O)C(C)(C)c2ccccc21	-3.3
CC(C)Oc1ccc(C(=O)Nc2ccc3c(c2)n(C)c(=O)n3C)cc1	1.4
Cc1cccc(NC(=O)c2sc3nc(N4CCOCC4)c4c(c3c2N)CCCC4)c1	0.1
O=C(NC(=S)Nc1ccc(S(=O)(=O)Nc2nccs2)cc1)c1ccccc1	4.4
CN(C)/C=C(\C#N)C(=O)c1cccc(Oc2ccc(Br)cc2)c1	2.8
C=CCNC(=S)Nc1sc2c(c1C(=O)OCC)CC(C(C)C)OC2 (stereo not given)	-0.1
CS(=O)(=O)c1ccc(C(=O)OCC(=O)N2CCOCC2)cc1[N+](=O)[O-]	-2.4
O=C(NC(=S)Nc1ccc(F)c([N+](=O)[O-])c1)c1ccccc1F	1.2
Cn1cc(/C=C2\SC(=S)N(N3CCOCC3)C2=O)c2ccccc21	4.5
CCOC(=O)c1c(NC(=O)CSc2nnc(-c3cccnc3)o2)sc(C)c1C	-2.9
CN(C)S(=O)(=O)c1cccc(C(=O)NCCc2ccccc2)c1	-4.3
Cc1nc(-c2noc(-c3ccc(Cl)cc3)n2)c(C(F)(F)F)o1	-0.9
COc1cc2c(cc1OC)C(c1ccccc1C(F)(F)F)CC(=O)N2 (stereo not given)	-1.7
Cc1ccccc1N1C(=O)CSC1=C(C#N)C#N	-1.2
CC1(NC(=O)N2CCOCC2)CCS(=O)(=O)C1 (stereo not given)	7.2
C=CCn1c(C23CC4CC(CC(C4)C2)C3)n[nH]c1=S	2.1
CCc1ccccc1NC(=S)N(CCN(C)C)C(C)c1ccccn1 (stereo not given)	-0.3
COc1ccccc1/C=C/C(=O)Nc1ccc2c(c1)OCCO2	-2.4
CCOC(=O)c1c(P(=O)(N2CCOCC2)N2CCOCC2)noc1N	1.8
CCOc1ccc(C(=O)Nc2c3c(nn2-c2cccc(Cl)c2)CS(=O)C3)cc1 (stereo not given)	2.2
O=C(Nc1ccc(Cl)cc1)c1csc([C@@H]2C[C@H](O)[C@@H](CO)O2)n1	-1.1
O=C(O)CCc1ccc(-c2cccs2)n1-c1ccc(C(=O)O)cc1	-0.7
COc1cc2c(cc1OC)C(c1ccc(C)cc1)NC(=O)C2 (stereo not given)	0.6
O=C(NNC(=O)c1ccccc1[N+](=O)[O-])c1ccccc1[N+](=O)[O-]	8.9
O=C(O)CCN(Cc1ccccc1)S(=O)(=O)c1ccc(Cl)cc1F	-0.5
Cc1ccc(-c2cc(-c3c(C)nn(C)c(=O)c3N)[nH]n2)cc1	0.3
CC(C)=CCc1c(O)cc2c(c1O)C(=O)CC(c1ccccc1)O2 (stereo not given)	1.5
O=C(Cn1cnc2ccccc2c1=O)NCC(=O)N1CCOCC1	2.1
N=C1/C(=C\c2ccc(OC(=O)c3ccco3)cc2)C(=O)N=C2SC=NN12	-0.8
COc1ccccc1C(CCNS(=O)(=O)c1ccc(C)cc1)c1ccco1 (stereo not given)	1.9
COC(=O)C1Cc2c([nH]c3ccccc23)C(C)N1 (stereo not given)	-3.3
O=S(=O)(c1cccs1)N1CN(C2CCCC2)c2nc3ccccc3nc21	-1.1
COCCNC(=O)c1c(N)[nH]c(C(=O)c2ccc(Br)cc2)c1-c1c(OC)ccc2ccccc12	-0.3
COc1ccc(C2C3=C(NCCN=C3c3ccccc3)C(=O)N2c2ccccc2)c(OC)c1 (stereo not given)	1.3
O=C(COC(=O)c1ccco1)Nc1nc2ccc([N+](=O)[O-])cc2s1	4.0
Cc1ccc(S(=O)(=O)c2nc(-c3ccco3)oc2SCC(N)=O)cc1	-0.1
C[C@@H]1CCCN1c1cccc2c1S(=O)(=O)N(C1CC1)CCCO2	1.1
Cc1cccc(NC(=S)NN2CCN(C)CC2)c1	3.1
COC(=O)[C@]12C[C@H](CC(=O)NCc3cccs3)C(=O)N(Cc3ccccc3)C1=C[C@H](COCc1ccccc1)O[C@@H]2C	-1.3
Cc1ccc(NC(=O)C[n+]2cc(-c3ccccc3)n3c2CCC3)c(C)c1	-0.1
O=S1(=O)CC(N2CCC(c3ccccc3)CC2)CN1Cc1ccccc1 (stereo not given)	2.2
COC(=O)c1cc(Cl)c(NC(=O)c2cc(OC)c(OC)c(OC)c2)cc1OC	-0.8
N#C/C(=C\c1ccc(F)c(F)c1)C(=O)NC1CCCCC1	1.0
Cc1cc(Cn2nnc3ccccc32)c(O)c(C(C)(C)C)c1	0.1
Cc1cnc(NC(=O)c2ccc(-c3nc4ccccc4s3)o2)s1	-0.2
COc1ccc(-c2csc(Nc3ccccn3)n2)cc1	-4.7
Cc1ccc(C(C)C)cc1OCCN1CCCC1	4.9
CCCC(=O)Nc1ccc(NC(=S)NC(=O)c2cccs2)cc1	2.2

(list continues)
SMILES	TTR transcr act
CC(C)c1ccc(CN2CCN(C(=O)CSc3nnnn3C3CC3)CC2)cc1	-3.6
CN1CCc2cc3c(c4c2C1CC41CCC(=NO)CC1)OCO3 (stereo not given)	2.4
CCC(CO)Nc1ccn2nc(-c3ccccc3)cc2n1 (stereo not given)	26*
CCOC(=O)c1c(C)[nH]c(N=Nc2cc(C(=O)O)cc(C(=O)O)c2)c1C	-0.5
CCc1c(C)nc(N2CCN(c3ccc(OC)cc3)CC2)[nH]c1=O	-0.2
O=C(NCCc1cnc[nH]1)Nc1cccc(C(F)(F)F)c1	-0.6
CCOC(=O)c1c(NC(=S)NC(=O)/C=C/c2cccs2)sc(C)c1C	0.2
Cc1nn(C)cc1/C=N\NC(=O)c1ccc2c(c1)c(C)c(C)n2Cc1ccccc1	-2.2
O=[n+]1cc(-c2ccc(Cl)cc2)n([O-])c2c1CCCCC2	-0.3
Cc1c(C#N)c(NC(=O)c2ccccc2)n(Cc2ccccc2)c1C	11*
Fc1ccc(N2CCN(Cc3cnc(N4CCOCC4)s3)CC2)cc1	3.1
O=C(NCCCl)Nc1cccc(Br)c1	-0.8
COc1cccc(N2CCN(c3ncnc4c3cnn4-c3ccc(C)cc3C)CC2)c1	-6.8
COc1ccc(N2CCN(S(=O)(=O)c3ccc(C(=O)NC4CCCC4)cc3)CC2)cc1	3.3
C/C(=N\NC(=O)CSc1nc2ccccc2o1)c1ccc(O)cc1	-1.8
Cc1ccc2nc(C)cc(N/N=C/c3cccc(O)c3)c2c1	1.3
Cc1cc(NC(=O)Cc2cccs2)nn1CC(=O)NCc1ccco1	-3.5
COc1cc(NC(=O)CCN2CCN(CCO)CC2)cc(OC)c1	0.3
CC1CCN(c2ccccc2NC(=O)c2ccc(C#N)cc2F)CC1	-1.7
Cc1nc2ccccn2c1C(=O)N/N=C/c1cc(C)n(-c2ccc(Cl)cc2)c1C	-2.9
O=C(Cc1ccccc1[N+](=O)[O-])NCC1(c2cccc3c2OCO3)OCCO1	0.7
Cc1ccc(CN2CCSc3ccc(C(=O)NCCCN4CCOCC4)cc32)cc1	5.2
COCCOC(=O)C1=C(N)OC2=C(C(=O)CCC2)C1c1cccnc1 (stereo not given)	-3.0
O=S(=O)(Nc1cccc(-c2nnco2)c1)c1ccc(F)cc1F	4.8
O=C(Cn1nnc(-c2ccc(Cl)cc2)n1)NC1CCN(Cc2ccccc2)CC1	-2.1
COc1cccc(OCc2cc(C(=O)N(C)Cc3nc4ccccc4[nH]3)no2)c1	-1.1
O=C(Nc1ccc(F)cc1)c1cc(S(=O)(=O)N2CCCCC2)cs1	-1.6
CC(C)(C)NC(=O)CSc1nc(N)c(-c2ccccc2)c(=O)[nH]1	-1.2
